Assay outcomes (PubChem)
UBC13 inh – blocks human UBC13 polyubiquitin chain formation; 330,000 tested, 0.47% active; AID 485273; inhibition, % at 20 µM; TR-FRET; P61088; in the data active means inhibition above about 45%, passing the limit was not always enough
Target sequence (P61088 whole entry, looked up): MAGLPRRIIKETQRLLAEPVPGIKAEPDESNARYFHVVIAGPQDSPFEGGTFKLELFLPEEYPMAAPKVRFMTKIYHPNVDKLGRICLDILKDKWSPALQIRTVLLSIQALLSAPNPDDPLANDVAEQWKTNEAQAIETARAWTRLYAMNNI
PfG6PD inh – PfG6PD (Plasmodium falciparum) enzyme inhibition. PfGluPho enzyme, NADPH resazurin-diaphorase fluorescence. inhibition, % at 20 µM. 350,000 tested, 0.78% active;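 active means inhibition reaching at least a set limit at 20 µM in the primary screen, cut at about 59% in these data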;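 further: 0% = DMSO wells with substrate and 100% = DMSO wells lacking glucose-6-phosphate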
HKDC1 inh – inhibitors of human hexokinase HKDC1; recombinant HKDC1, G6PDH/diaphorase resazurin coupled fluorescence; inhibition, % at 20 µM; 340,000 tested, 0.16% active;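 active means inhibition above about 35% when tested at 20 µM, limit read from the data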;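 further: plate controls were DMSO wells with enzyme for no effect and DMSO wells lacking enzyme for full effect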
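Test system: HK5 enzyme. Quantity: 5 µg/mL HK5 final. Reagent: glucose and ATP substrates. Schedule: 90 min reaction incubation at room temperature, dark. Technique: resazurin-to-resorufin fluorescence via G6PDH and diaphorase coupling, 525/613 nm. Control set: DMSO wells with and without enzyme mix.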
SENP8 block-1 – SENP8 (human) protease inhibition. 360,000 tested, 0.64% active. AID 602440. inhibition, % at 20 µM. recombinant SENP8, Nedd8 substrate fluorescence; in the data active means inhibition mostly above about 40%, no sharp cut-off; inactive means mostly below about 27%
Target sequence (Q96LD8 whole entry, looked up): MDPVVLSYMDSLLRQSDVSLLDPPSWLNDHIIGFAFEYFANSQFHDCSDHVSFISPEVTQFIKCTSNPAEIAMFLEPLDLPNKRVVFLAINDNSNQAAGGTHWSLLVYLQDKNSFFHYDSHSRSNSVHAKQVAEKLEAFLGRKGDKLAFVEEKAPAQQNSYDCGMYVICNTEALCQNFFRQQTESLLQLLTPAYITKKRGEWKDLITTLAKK
SENP7 block – inhibitors of human SENP7 protease; Q9BQF6; 330,000 tested, 1.5% active; recombinant SENP7, Z-RLRGG-aminoluciferin luminescence, 40 min; inhibition, % at 5 µM;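 active means inhibition above about 50% at the single test dose, limit read from the data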;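 further: plate controls were DMSO with enzyme for no effect and no enzyme buffer wells for full effect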
Target sequence (Q9BQF6 706-1050 limits assumed): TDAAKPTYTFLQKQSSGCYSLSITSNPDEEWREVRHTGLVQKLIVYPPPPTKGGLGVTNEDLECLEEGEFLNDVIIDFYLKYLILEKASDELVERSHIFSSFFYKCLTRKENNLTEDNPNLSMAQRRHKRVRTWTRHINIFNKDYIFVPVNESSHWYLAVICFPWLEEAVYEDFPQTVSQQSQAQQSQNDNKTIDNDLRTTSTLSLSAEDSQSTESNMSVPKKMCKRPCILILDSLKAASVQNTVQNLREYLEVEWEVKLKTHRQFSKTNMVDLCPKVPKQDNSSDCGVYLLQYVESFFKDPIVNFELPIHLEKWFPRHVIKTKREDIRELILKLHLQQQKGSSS
SENP1 FRET inh – inhibitors of human SENP1 SUMO protease catalytic domain; recombinant SENP1 catalytic domain, CyPet-SUMO1-YPet FRET cleavage; AID 624204; Q9P0U3; 360,000 tested, 0.21% active; inhibition, % at 10 µM;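 active means inhibition at least 30% at 10 µM, raw YFP signal under a set limit, fluorescence ratio 0.5 to 1.5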;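 further: 0% = enzyme with DMSO and 100% = no enzyme wells; some results filed as inactive read as strong as hits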
Target sequence (Q9P0U3 419-644 limits assumed): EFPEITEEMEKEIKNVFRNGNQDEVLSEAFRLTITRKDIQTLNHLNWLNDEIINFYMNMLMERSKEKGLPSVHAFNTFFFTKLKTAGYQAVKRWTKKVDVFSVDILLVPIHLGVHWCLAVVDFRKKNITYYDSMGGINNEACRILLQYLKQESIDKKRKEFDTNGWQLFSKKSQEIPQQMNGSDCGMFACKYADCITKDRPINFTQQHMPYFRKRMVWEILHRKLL
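system = hSENP1 catalytic domain, recombinant | reagent = SFCypet-SUMO1-SFYpet substrate at 25 nM | doses = one dose per compound, 10 µM, 0.5% DMSO | incubation = enzyme reaction for 50 min at room temperature, dark | measured by = FRET, CFP and YFP emission | controls = no-enzyme low, enzyme-DMSO high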
SENP8 block-2 – inhibitors of human SENP8 protease | Q96LD8 | purified SENP8, Z-RLRGG-aminoluciferin cleavage, luminescence | 330,000 tested, 1.2% active | AID 2540 | inhibition, % at 10 µM; in the data active means inhibition above about 50%
MIN6 prolif – induces beta-cell replication in MIN6 cells; 330,000 tested, 0.29% active; MIN6 cells proliferation, ATPlite luminescence, 48 h; cells starved in 0.2% serum; 100% = growth in 10% serum; proliferation, % at 10 µM;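 active means compounds whose signal lies at least 3.5 SD above the mean of all wells on their plate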;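 further: 0% = DMSO-treated cells in low-serum medium and 100% = 10% serum control; some compounds called inactive have numbers as strong as hits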
SENP6 inh – blocks the human protease SENP6; AID 2599; Recombinant SENP6 catalytic domain, aminoluciferin luminescence; Q9GZR1; 330,000 tested, 1.8% active; inhibition, % at 10 µM;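 active means inhibition above about 50% at the single tested dose, limit read from the data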;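 further: plate controls were DMSO wells with enzyme for no effect and DMSO wells lacking enzyme for full effect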
Numbers without * were called inactive; . = not tested or not shown.

SMILES | UBC13 inh | PfG6PD inh | HKDC1 inh | SENP8 block-1 | SENP7 block | SENP1 FRET inh | SENP8 block-2 | MIN6 prolif | SENP6 inh
CCCN(CC(=O)Nc1ccccc1C)C(=O)/C=C/c1ccc(OCC)c(OC)c1 | 19 | -13 | -6 | -400 | 1 | -1 | 4 | 0 | 5
Cc1ccc2nc(NC(=O)COC(=O)c3cccnc3)sc2c1 | -4 | -2 | 0 | -10 | 12 | -1 | -17 | -4 | -11
N#Cc1nc(COc2cccc(Cl)c2)oc1NCc1ccncc1 | 9 | 10 | -1 | 8 | 0 | -3 | -1 | 1 | -5
Cc1c(C=O)c2cc(OCc3ccccc3)ccc2n1C | 14 | -7 | 1 | 0 | -5 | 3 | -15 | 0 | -13
OCCCNc1ncnc2sc3c(c12)CCN(Cc1ccccc1)C3 | 5 | 27 | 2 | -278 | 19 | -27 | 26 | -1 | 54*
O=C(COc1ccccc1)N/N=C/c1cc2c(cc1[N+](=O)[O-])OCO2 | -6 | 32 | -7 | 2 | -4 | 0 | -6 | 1 | 7
Cc1ccc(CNC(=O)COC(=O)C2CCC2)cc1 | -11 | 16 | -3 | 11 | -5 | 1 | 6 | -4 | -4
Cc1ccc(NC2CCCN(C(=O)c3cnc4ccccn4c3=O)C2)cc1C (stereo not given) | -5 | 12 | -2 | -166 | -7 | 0 | -20 | 1 | 3
COc1ccc(CN2CCN(Cc3cccc(Oc4ccccc4)c3)CC2)c(OC)c1OC | 13 | 9 | 6 | 26 | 1 | 1 | -1 | -5 | -23
CCOc1ccc(NC(C)C(=O)N/N=C/c2cccs2)cc1 (stereo not given) | -6 | 2 | 4 | 17 | 2 | -1 | -8 | 2 | -1
COc1ccc(OC)c(NC(=O)CCN2CCCC(C)C2)c1 (stereo not given) | 3 | 6 | -7 | 24 | 5 | 1 | -1 | -1 | -2
O=C(CSc1nnnn1-c1ccccc1)Nc1nsc(-c2ccc(Cl)cc2)n1 | -2 | -10 | -3 | -31 | -5 | 2 | -1 | -3 | -7
Cc1ccc(NC(=S)NC(=O)c2ccc(F)cc2)cc1S(=O)(=O)Nc1ccccc1Cl | -10 | -15 | 8 | 17 | 2 | 3 | 3 | -5 | 2
N=c1oc2ccccc2cc1-c1nc(-c2ccc(Cl)cc2)cs1 | 6 | -5 | 14 | -270 | 2 | -28 | -3 | -3 | -8
CCn1cc(C(=O)OCC(=O)c2ccc(Cl)cc2)c(=O)c2ccc(C)nc21 | -10 | -2 | 4 | 19 | 7 | 2 | 3 | 1 | 6
CCOc1ccc(CN2CCNC(=O)C2CC(=O)N(C)Cc2nonc2C)cc1 (stereo not given) | -2 | -13 | 5 | -2 | 1 | -1 | 3 | -1 | -2
CCCCS(=O)(=O)N1CN(S(=O)(=O)CCCC)C2NC(=O)NC21 (stereo not given) | 8 | -1 | -6 | 6 | -2 | 2 | -8 | -4 | -13
CCOC(=O)C1CCN(C(=O)c2cc(S(=O)(=O)N3CCOCC3)c(Cl)cc2Cl)CC1 | 3 | -32 | -11 | 32 | -3 | -1 | 2 | -4 | 3
Cc1c(NC(=O)CSc2ccc(Cl)cc2)cccc1-c1nc2cc(Cl)ccc2o1 | -2 | -12 | -12 | -24 | 2 | 1 | 3 | 0 | -5
COc1ccccc1NS(=O)(=O)c1cc(NC(=S)Nc2cc(C)cc(C)c2)ccc1Cl | -1 | 12 | 0 | 11 | 2 | -1 | 0 | -7 | 14
CC1Cc2ccccc2N1C(=O)CSc1nnnn1C(C)C (stereo not given) | 2 | -5 | -2 | -2 | -3 | -2 | -9 | 2 | 1
CN(CC(=O)Nc1ccc(F)cc1)C(=O)COc1ncnc2ccccc12 | -4 | -11 | 2 | 10 | 1 | 2 | 0 | -1 | 10
CC1CN(C(=O)CCC(=O)NC2CCCCC2)c2ccccc2S1 (stereo not given) | 3 | 0 | -6 | 1 | -2 | 5 | -4 | -2 | 0
CCn1c(CCNC(=O)c2cccs2)n[nH]c1=S | 5 | 7 | -14 | 5 | 12 | 3 | 3 | 0 | 4
Cc1cc(C)cc(NC(=O)CSc2nc(=O)n3cc(C)ccc3n2)c1 | -1 | 20 | -4 | -4 | -1 | 1 | -4 | -2 | 3

Overlap with the part before: 3 entries, then new ones.
SMILES | UBC13 inh | PfG6PD inh | HKDC1 inh | SENP8 block-1 | SENP7 block | SENP1 FRET inh | SENP8 block-2 | MIN6 prolif | SENP6 inh
CC1CN(C(=O)CCC(=O)NC2CCCCC2)c2ccccc2S1 (stereo not given) | 3 | 0 | -6 | 1 | -2 | 5 | -4 | -2 | 0
CCn1c(CCNC(=O)c2cccs2)n[nH]c1=S | 5 | 7 | -14 | 5 | 12 | 3 | 3 | 0 | 4
Cc1cc(C)cc(NC(=O)CSc2nc(=O)n3cc(C)ccc3n2)c1 | -1 | 20 | -4 | -4 | -1 | 1 | -4 | -2 | 3
CCOC(=O)c1cnc(-n2nc(C)cc2C)nc1NC1CCCC1 | -6 | -7 | 5 | -90 | -16 | -5 | -14 | -4 | -33
CC1(c2ccc3c(c2)OCO3)NC(=O)N(CC(=O)c2ccc[nH]2)C1=O (stereo not given) | 3 | 10 | -4 | -7 | 11 | -7 | 3 | -1 | -12
Cc1ccc2c(c1)c1ncnc(N3CCN(c4ccccc4)CC3)c1n2C | 8 | 11 | 6 | -409 | 0 | -29 | -3 | -2 | 7
CCCc1[nH]nc2c1C(C1CCCCC1)C(C#N)=C(N)O2 (stereo not given) | 2 | -2 | 2 | 14 | 1 | -2 | -1 | -6 | 1
Cc1c(C(=O)OC(C)C)sc(NC(=O)c2cccnc2)c1C#N | -7 | -24 | 7 | -10 | 1 | -2 | 6 | -2 | 8
CC(C)C(c1nnnn1C1CCCCC1)N1CCOCC1 (stereo not given) | -8 | -7 | -6 | -8 | -9 | 1 | -3 | 1 | -3
COc1ccc(CC(=O)OCN2C(=O)c3ccccc3C2=O)cc1OC | -3 | 1 | 1 | 16 | 5 | -1 | -3 | -2 | -9
CCN(CC)C(=O)[C@H]1C[C@H](CC(=O)NCc2ccco2)C(=O)N2CCc3c([nH]c4ccc(Cl)cc34)[C@]12C | . | 8 | 13 | 9 | 0 | 2 | . | . | .
CN1CCN(C2Cc3ccc(F)cc3Sc3cc(F)c(Cl)cc32)CC1 (stereo not given) | 33 | 11 | 1 | 14 | 4 | 3 | -10 | -4 | -7
OC(CNCc1ccc(Cl)c(Cl)c1)c1ccccc1 (stereo not given) | 0 | -1 | -3 | 28 | 7 | 0 | -6 | -3 | -5
CC1(C(=O)OCC(=O)N2c3ccccc3Sc3ccccc32)CC1(Cl)Cl (stereo not given) | 6 | -1 | 4 | 11 | 1 | 3 | 2 | -5 | -3
Cc1ccc(NS(=O)(=O)c2cccc(C(=O)NCCCN3CCCC3=O)c2)cc1 | 3 | 12 | -4 | 8 | -8 | 0 | -3 | 1 | -12
COc1ccc(C(CC(=O)c2ccccc2)S(=O)(=O)c2ccccc2)cc1 (stereo not given) | 3 | -4 | -5 | -6 | 49 | -2 | 41 | -6 | 59*
O=C(CC(=O)NC1CCCCC1)N/N=C/c1ccc(Cl)cc1 | 4 | -11 | -7 | 10 | 9 | 1 | -3 | -1 | 1
Cn1c2c(c(=O)n(C)c1=O)C1c3ccccc3OCC1C(C)(C)O2 (stereo not given) | 6 | 6 | -6 | 2 | 0 | 0 | 6 | -2 | -5
O=C(CCN1CCOCC1)c1ccc(Cl)cc1 | 10 | 6 | -2 | 6 | 9 | 1 | 1 | -7 | 13
Cc1ccc(-n2c(C)cc(C(=O)COC(=O)c3ccc[nH]c3=O)c2C)cc1 | 2 | -21 | 6 | 4 | 1 | 0 | 3 | -5 | 21
O=C(Nn1cnnc1)c1cccc(S(=O)(=O)N2CCOCC2)c1 | -15 | 5 | 5 | 31 | 3 | 1 | -1 | -3 | -3
C/C(=N/NC(=O)CNC(=O)c1ccco1)c1ccc(Cl)cc1 | -8 | 11 | -3 | 13 | -22 | 2 | -16 | -3 | -15
Cc1nn(-c2ccccc2)c(/N=C/c2ccccc2O)c1-c1ccccc1 | -6 | -1 | -5 | -17 | 7 | -1 | 4 | -3 | 5
O=C(Nc1ccccc1N1CCCCC1)c1cc(S(=O)(=O)N2CCOCC2)ccc1F | 1 | 8 | 0 | -3 | 12 | -1 | -2 | -6 | -16
O=C(c1cc(F)ccc1F)C1CCCN(C(=O)CCN2CCCCO2)C1 (stereo not given) | -6 | -2 | -11 | 11 | -1 | 0 | -14 | -1 | 9
COc1ccc(C2=CC(=O)OC3(CCCC3)O2)cc1 | 3 | -17 | 1 | 13 | -1 | 1 | 5 | -2 | -4
CC(C)n1cnc2c(Nc3ccc(C(=O)O)cc3)nc(Cl)nc21 | 9 | 6 | 0 | -46 | 8 | 2 | 2 | 0 | -11
C=CCSc1nnc(NC(=O)c2c(CC)noc2C)s1 | -6 | 20 | -4 | -4 | 10 | 3 | -3 | -3 | -17

Of the compounds above, three contain a cyano group.
SMILES | UBC13 inh | PfG6PD inh | HKDC1 inh | SENP8 block-1 | SENP7 block | SENP1 FRET inh | SENP8 block-2 | MIN6 prolif | SENP6 inh
N#Cc1nc(COc2cccc(Cl)c2)oc1NCc1ccncc1 | 9 | 10 | -1 | 8 | 0 | -3 | -1 | 1 | -5
CCCc1[nH]nc2c1C(C1CCCCC1)C(C#N)=C(N)O2 (stereo not given) | 2 | -2 | 2 | 14 | 1 | -2 | -1 | -6 | 1
Cc1c(C(=O)OC(C)C)sc(NC(=O)c2cccnc2)c1C#N | -7 | -24 | 7 | -10 | 1 | -2 | 6 | -2 | 8

Later entries.
SMILES | UBC13 inh | PfG6PD inh | HKDC1 inh | SENP8 block-1 | SENP7 block | SENP1 FRET inh | SENP8 block-2 | MIN6 prolif | SENP6 inh
CCOc1cc2c(cc1O)C(=NOC)CC1C2CCC2(C)C(O)CCC12 (stereo not given) | . | 1 | 6 | -4 | . | -5 | . | . | .
O=C(CSc1nc(-c2ccccc2)ns1)N1CCOCC1 | -1 | 31 | -1 | 10 | -1 | 0 | -5 | 2 | -20
O=C1/C(=C\c2ccc(Cl)c(Cl)c2)CN(C(=O)CCN2CCOCC2)C/C1=C/c1ccc(Cl)c(Cl)c1 | . | 60* | 61* | 16 | . | -1 | . | . | .
CCN(CC)c1ccc2cc(C(N)=O)c(=O)oc2c1 | -2 | -7 | -3 | -331 | -1 | -27 | -1 | 1 | 3
Cc1nn(S(=O)(=O)c2ccc(Cl)cc2)c(C)c1Sc1ccc([N+](=O)[O-])cc1 | . | 1 | 13 | 11 | . | -2 | . | . | .
N#Cc1cnn2ccn(C3OC(CO)C(O)C3O)c12 (stereo not given) | 8 | 1 | -3 | 12 | 3 | 2 | 0 | -1 | -2
O=C(CN1CCOCC1)NNC(=O)c1ccc(Cl)cc1 | 12 | 1 | 2 | 1 | 7 | 4 | -1 | -4 | -24
CCOc1cc(NC(=S)NC)c(OCC)cc1NC(=O)c1cccs1 | -14 | 12 | -4 | 17 | -6 | -1 | -4 | -3 | -14
CC(C)C(c1nnnn1Cc1ccccc1)N1CCN(Cc2ccc3c(c2)OCO3)CC1 (stereo not given) | 6 | -4 | 2 | 20 | 5 | 3 | 6 | -3 | -1
Cc1ccc(NC(=O)COC(=O)c2ccc3c(c2)NC(=O)C2CCCN32)cc1 (stereo not given) | -18 | 22 | -8 | -297 | -9 | -36 | 2 | -5 | -2
O=C(NC1CCCCC1)C(c1cccnc1)N(C(=O)c1csnn1)c1ccccc1 (stereo not given) | 5 | -13 | -8 | 4 | 2 | 3 | 15 | 0 | -5
Cc1cc(SCC(=O)OCC(=O)N2CCCC2=O)c(C)cc1Br | 4 | 12 | 0 | 6 | -11 | 3 | -11 | 0 | -8
